ADAM17 inh = inhibitors of human ADAM17; inhibition, % at 6.95 µM; recombinant ADAM17, EDANS/DABCYL FRET peptide cleavage; 0.83% of 370,000 active;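 active = inhibition above the mean of compounds lying between control limits plus 3 SD, set per campaign, cut at about 8.5% in these data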;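 note: 0% = DMSO-only wells as the low control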
DDE Tn7 FP inh = DD(E)-Tn7 binding inhibition, primary FP screen; P02675; FP displacement of FITC-Tn7 peptide from fibrin DD(E); 0% = median of compound wells per plate; inhibition, % at 8.3 µM; 0.13% of 370,000 active;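 active = inhibition above the mean of compounds falling within the control limits plus 3 SD of them, cut at about 14% in these data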;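 note: 0% = plate median of compound wells and 100% = 10 µM Aha-Tn7 peptide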
Target sequence (P02675 whole entry, looked up): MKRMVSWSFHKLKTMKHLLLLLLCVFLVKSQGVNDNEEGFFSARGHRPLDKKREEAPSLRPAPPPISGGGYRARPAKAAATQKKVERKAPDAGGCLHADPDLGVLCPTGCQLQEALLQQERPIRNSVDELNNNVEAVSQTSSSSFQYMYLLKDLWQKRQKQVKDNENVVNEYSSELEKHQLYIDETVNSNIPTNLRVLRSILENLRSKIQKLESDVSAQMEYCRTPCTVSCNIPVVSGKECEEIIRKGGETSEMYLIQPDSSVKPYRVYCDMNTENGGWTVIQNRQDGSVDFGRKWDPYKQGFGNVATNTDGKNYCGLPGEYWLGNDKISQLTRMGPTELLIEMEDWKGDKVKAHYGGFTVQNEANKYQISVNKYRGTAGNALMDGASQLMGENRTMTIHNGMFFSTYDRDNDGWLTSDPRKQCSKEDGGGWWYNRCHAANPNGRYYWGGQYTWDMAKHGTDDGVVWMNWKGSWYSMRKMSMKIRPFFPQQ
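Also added: labelled Tn7 tracer, 0.1 µM; Assay system: human fibrin DD(E) protein; Amount: 2 µM fibrin DD(E); Schedule: 10 min compound pre-incubation, 3 h probe incubation at room temperature; Repeats: one replicate per compound; Read-out basis: percent inhibition; Measured by: fluorescence polarization of the labelled Tn7 tracer.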
MBD2 inh = blocks human MBD2 binding to methylated DNA; Q9UBB5; TR-FRET, MBD2 binding to methylated oligonucleotide; inhibition, % at 4.4 µM; 0.31% of 370,000 active; in the data active = inhibition above about 13%
Target sequence (Q9UBB5 whole entry, looked up): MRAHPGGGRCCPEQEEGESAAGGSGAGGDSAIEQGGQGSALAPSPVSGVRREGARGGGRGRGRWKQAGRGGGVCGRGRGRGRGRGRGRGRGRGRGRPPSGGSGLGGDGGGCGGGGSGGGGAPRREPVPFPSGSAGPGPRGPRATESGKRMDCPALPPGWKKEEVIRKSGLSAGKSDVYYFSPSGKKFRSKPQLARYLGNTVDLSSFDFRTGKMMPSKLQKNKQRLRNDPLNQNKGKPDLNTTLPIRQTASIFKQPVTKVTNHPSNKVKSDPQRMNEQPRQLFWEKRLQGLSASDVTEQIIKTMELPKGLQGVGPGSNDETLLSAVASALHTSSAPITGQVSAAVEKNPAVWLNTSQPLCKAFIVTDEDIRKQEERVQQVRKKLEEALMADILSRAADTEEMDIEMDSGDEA
UHRF1 binding = blocks human UHRF1 binding to methylated DNA | UHRF1 binding to methylated oligo, TR-FRET | inhibition, % at 4.4 µM | 0.75% of 370,000 active; in the data active = inhibition above about 21%;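 note: UHRF1 SRA domain binding a hemimethylated CpG hairpin DNA probe; 0% = median of test compound wells and 100% = reference inhibitor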
KLK7 zymogen act = activators of human kallikrein-7 zymogen; 0.9% of 370,000 active; purified proKLK7, EDANS-DABCYL substrate fluorescence; 100% is mature enzyme control, 0% vehicle; activation, % at 7 µM; AID 652039;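 active = activation above the mean of all tested compounds plus 3 SD, computed per campaign excluding outliers beyond control limits, cut at about 13% in these data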
ARFGAP1 inhibitor = inhibits rat ARF GTPase activating protein 1; 0.26% of 360,000 active; Arfgap1-stimulated ARF1 GTP hydrolysis, GDP FP detection; inhibition, % at 16.5 µM;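 active = inhibition above a per-plate limit, mean inhibition of low control wells plus 3 SD, cut at about 25% in these data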;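 note: 0% = DMSO wells with enzyme and 100% = wells lacking Arfgap1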
Target sequence (Q62848 1-136 limits assumed): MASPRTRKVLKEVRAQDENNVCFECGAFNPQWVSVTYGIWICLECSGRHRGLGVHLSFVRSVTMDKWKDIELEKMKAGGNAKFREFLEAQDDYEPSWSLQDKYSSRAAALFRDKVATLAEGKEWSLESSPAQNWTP
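System: truncated rat Arfgap1 GAP domain / Medium: HEPES-based buffer, pH 7.5 / Also added: N-terminally truncated human ARF1-GTP substrate / Incubation: enzyme reaction 120 min at 25 °C after 20 min preincubation / Measured by: FP of antibody-bound GDP Alexa 633 tracer, ex 620/em 688 nm / Replicates: singlicate, each compound tested once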
DDE Tn6 FP inh = disrupts Tn6 cyclic peptide binding to fibrin D-Dimer-E complex; P02675; Fibrin DD(E) TRITC-Tn6 fluorescence polarization displacement; inhibition, % at 8.3 µM; 0.21% of 370,000 active; AID 720509;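 active = inhibition above a per-campaign cutoff: mean of compounds within control limits plus 3 SD, cut at about 15% in these data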;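 note: 0% = median of all compound wells on the plate and 100% = blocking peptide control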
PLC-beta3 inh = blocks human PLC-beta3 enzyme activity; Q01970; 0.18% of 370,000 active; inhibition, % at 12.2 µM; Purified PLC-beta3, fluorogenic substrate, fluorescence; in the data active = inhibition above about 11%;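 note: 0% = median of compound wells on plate and 100% = full blocker control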
PLCg1 inh = blocks human PLC-gamma1 enzyme activity; purified PLC-gamma1, fluorogenic substrate, fluorescence; inhibition, % at 12.2 µM; 0.84% of 370,000 active; AID 720700; in the data active = inhibition above about 9.5%
ASAP1 GAP inh = inhibitors of human ASAP1 ArfGAP activity. Q9ULH1. ASAP1-stimulated ARF1 GTP hydrolysis, GDP FP detection. inhibition, % at 16.5 µM. 0.19% of 360,000 active. AID 624377; in the data active = inhibition above about 25%;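 note: 0% = vehicle with enzyme and substrate and 100% = no enzyme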
Numbers without * were called inactive.

The first 4 compounds as a preview:
What do the screens show for `Cc1oc2ccc(OCc3c(F)cccc3Cl)cc2c1C(=O)O`?
ADAM17 inh: -4; DDE Tn7 FP inh: 0; MBD2 inh: 0; UHRF1 binding: 2; KLK7 zymogen act: 0.3; ARFGAP1 inhibitor: -4; DDE Tn6 FP inh: 2; PLC-beta3 inh: -8; PLCg1 inh: -2; ASAP1 GAP inh: 4

Results for CC(C)C[C@H](NC(=O)OC(C)(C)C)C(=O)N[C@@H](CO)[C@H](O)[C@@H]1C[C@@H]1C(=O)NC1CCCCC1 ?
ADAM17 inh: -3; DDE Tn7 FP inh: 2; MBD2 inh: -3; UHRF1 binding: 2; KLK7 zymogen act: -1.1; ARFGAP1 inhibitor: 1; DDE Tn6 FP inh: 6; PLC-beta3 inh: 3; PLCg1 inh: 2; ASAP1 GAP inh: -9

What do the screens show for `CN1/C(=C/C2CC(=O)N(c3ccc([N+](=O)[O-])cc3)C2=O)C(C)(C)c2ccccc21` (stereo unspecified)?
ADAM17 inh: 1; DDE Tn7 FP inh: 2; MBD2 inh: 1; UHRF1 binding: -5; KLK7 zymogen act: 0.3; ARFGAP1 inhibitor: -2; DDE Tn6 FP inh: 0; PLC-beta3 inh: -9; PLCg1 inh: -6; ASAP1 GAP inh: 10

How did O=C(NCc1cccc(Br)c1)c1cc(-c2ccccc2)nn1CC1CC(c2cccnc2)=NO1 (stereo unspecified) do in these assays?
ADAM17 inh: 3; DDE Tn7 FP inh: -2; MBD2 inh: -2; UHRF1 binding: 0; KLK7 zymogen act: 0.2; ARFGAP1 inhibitor: 8; DDE Tn6 FP inh: 1; PLC-beta3 inh: 1; PLCg1 inh: 2; ASAP1 GAP inh: -5

This part in full, from the first entry:
What do the screens show for `Cc1oc2ccc(OCc3c(F)cccc3Cl)cc2c1C(=O)O`?
ADAM17 inh: -4; DDE Tn7 FP inh: 0; MBD2 inh: 0; UHRF1 binding: 2; KLK7 zymogen act: 0.3; ARFGAP1 inhibitor: -4; DDE Tn6 FP inh: 2; PLC-beta3 inh: -8; PLCg1 inh: -2; ASAP1 GAP inh: 4

Results for CC(C)C[C@H](NC(=O)OC(C)(C)C)C(=O)N[C@@H](CO)[C@H](O)[C@@H]1C[C@@H]1C(=O)NC1CCCCC1 ?
ADAM17 inh: -3; DDE Tn7 FP inh: 2; MBD2 inh: -3; UHRF1 binding: 2; KLK7 zymogen act: -1.1; ARFGAP1 inhibitor: 1; DDE Tn6 FP inh: 6; PLC-beta3 inh: 3; PLCg1 inh: 2; ASAP1 GAP inh: -9

What do the screens show for `CN1/C(=C/C2CC(=O)N(c3ccc([N+](=O)[O-])cc3)C2=O)C(C)(C)c2ccccc21` (stereo unspecified)?
ADAM17 inh: 1; DDE Tn7 FP inh: 2; MBD2 inh: 1; UHRF1 binding: -5; KLK7 zymogen act: 0.3; ARFGAP1 inhibitor: -2; DDE Tn6 FP inh: 0; PLC-beta3 inh: -9; PLCg1 inh: -6; ASAP1 GAP inh: 10

How did O=C(NCc1cccc(Br)c1)c1cc(-c2ccccc2)nn1CC1CC(c2cccnc2)=NO1 (stereo unspecified) do in these assays?
ADAM17 inh: 3; DDE Tn7 FP inh: -2; MBD2 inh: -2; UHRF1 binding: 0; KLK7 zymogen act: 0.2; ARFGAP1 inhibitor: 8; DDE Tn6 FP inh: 1; PLC-beta3 inh: 1; PLCg1 inh: 2; ASAP1 GAP inh: -5

How did Cc1occc1C(=O)Nc1cccc(/C=C/C(=O)O)c1 do in these assays?
ADAM17 inh: 0; DDE Tn7 FP inh: -10; MBD2 inh: 5; UHRF1 binding: 1; KLK7 zymogen act: -0.6; ARFGAP1 inhibitor: -11; DDE Tn6 FP inh: -3; PLC-beta3 inh: -1; PLCg1 inh: -1; ASAP1 GAP inh: 2

How did Cc1cccc(CCN2C(N(C)C)=NC[C@@H]2Cc2ccccc2)c1 do in these assays?
ADAM17 inh: -4; DDE Tn7 FP inh: 10; MBD2 inh: 5; UHRF1 binding: 4; KLK7 zymogen act: 0.2; ARFGAP1 inhibitor: -8; DDE Tn6 FP inh: 1; PLC-beta3 inh: 2; PLCg1 inh: 4; ASAP1 GAP inh: 6

What do the screens show for `COc1ccccc1N1CCN(CC(=O)Nc2nccs2)CC1`?
ADAM17 inh: -4; DDE Tn7 FP inh: 1; MBD2 inh: -4; UHRF1 binding: -1; KLK7 zymogen act: -0.5; ARFGAP1 inhibitor: 6; DDE Tn6 FP inh: 1; PLC-beta3 inh: 1; PLCg1 inh: -1; ASAP1 GAP inh: -6

How did Cc1ccnc(NS(=O)(=O)c2ccc(NC(=O)C3COc4ccccc4O3)cc2)n1 (stereo unspecified) do in these assays?
ADAM17 inh: 0; DDE Tn7 FP inh: 4; MBD2 inh: -4; UHRF1 binding: 6; KLK7 zymogen act: 0.0; ARFGAP1 inhibitor: 9; DDE Tn6 FP inh: 7; PLC-beta3 inh: 2; PLCg1 inh: -1; ASAP1 GAP inh: 3

Results for Nn1c(Nc2ccc(Cl)cc2)nncc1=O ?
ADAM17 inh: -4; DDE Tn7 FP inh: 4; MBD2 inh: -1; UHRF1 binding: -2; KLK7 zymogen act: -0.2; ARFGAP1 inhibitor: 2; DDE Tn6 FP inh: 6; PLC-beta3 inh: -3; PLCg1 inh: -1; ASAP1 GAP inh: -14

Results for Cc1cc(C=O)c(C)n1-c1cccc(C(=O)O)c1 ?
ADAM17 inh: -7; DDE Tn7 FP inh: 6; MBD2 inh: 4; UHRF1 binding: 8; KLK7 zymogen act: 0.2; ARFGAP1 inhibitor: 4; DDE Tn6 FP inh: -1; PLC-beta3 inh: -9; PLCg1 inh: -5; ASAP1 GAP inh: 5

What do the screens show for `COc1cc(/C=N/NC(=O)c2cccc(C(=O)N/N=C/c3ccc(O)c(OC)c3)n2)ccc1O`?
ADAM17 inh: 0; DDE Tn7 FP inh: -3; MBD2 inh: 8; UHRF1 binding: 13; KLK7 zymogen act: -0.3; ARFGAP1 inhibitor: 4; DDE Tn6 FP inh: -21; PLC-beta3 inh: -4; PLCg1 inh: -1; ASAP1 GAP inh: 6

How did CN1CCN(S(=O)(=O)c2ccc(NC(=O)c3ccccc3F)cc2)CC1 do in these assays?
ADAM17 inh: -2; DDE Tn7 FP inh: 3; MBD2 inh: -1; UHRF1 binding: 0; KLK7 zymogen act: -0.2; ARFGAP1 inhibitor: -9; DDE Tn6 FP inh: -6; PLC-beta3 inh: -5; PLCg1 inh: -1; ASAP1 GAP inh: -7

What do the screens show for `COc1cc(C(C)=O)ccc1COc1ccc(C(=O)OC(C)C(=O)NC(N)=O)cc1OC` (stereo unspecified)?
ADAM17 inh: -1; DDE Tn7 FP inh: -2; MBD2 inh: 2; UHRF1 binding: 0; KLK7 zymogen act: -0.1; ARFGAP1 inhibitor: 8; DDE Tn6 FP inh: -2; PLC-beta3 inh: -7; PLCg1 inh: -5; ASAP1 GAP inh: 4

Results for Cc1ccc(N2C(=O)CSC2c2cccnc2)cc1F (stereo unspecified) ?
ADAM17 inh: 5; DDE Tn7 FP inh: 0; MBD2 inh: 0; UHRF1 binding: 7; KLK7 zymogen act: -0.3; ARFGAP1 inhibitor: 9; DDE Tn6 FP inh: -9; PLC-beta3 inh: 7; PLCg1 inh: 2; ASAP1 GAP inh: 1

Results for O=C(c1cccc(N2C(=O)C3C4C=CC(C4)C3C2=O)c1)N1CCCCCC1 (stereo unspecified) ?
ADAM17 inh: -7; DDE Tn7 FP inh: 8; MBD2 inh: 2; UHRF1 binding: 6; KLK7 zymogen act: -0.4; ARFGAP1 inhibitor: 3; DDE Tn6 FP inh: 1; PLC-beta3 inh: 1; PLCg1 inh: -1; ASAP1 GAP inh: 2

How did CCOC(=O)C1CCCN(C(=O)c2oc3ccccc3c2C)CC1 (stereo unspecified) do in these assays?
ADAM17 inh: -1; DDE Tn7 FP inh: 2; MBD2 inh: 0; UHRF1 binding: 1; KLK7 zymogen act: -1.0; ARFGAP1 inhibitor: 1; DDE Tn6 FP inh: -4; PLC-beta3 inh: 4; PLCg1 inh: -1; ASAP1 GAP inh: 2

How did O=C(CSc1ccc2nnc(CCNC(=O)c3ccccc3)n2n1)Nc1ccccc1F do in these assays?
ADAM17 inh: -5; DDE Tn7 FP inh: -1; MBD2 inh: -1; UHRF1 binding: -2; KLK7 zymogen act: 0.0; ARFGAP1 inhibitor: -9; DDE Tn6 FP inh: -7; PLC-beta3 inh: -2; PLCg1 inh: 2; ASAP1 GAP inh: -2

What do the screens show for `O=C(CN1C(=O)NC2(CCCC2)C1=O)N1CCN(S(=O)(=O)c2cc(Cl)ccc2Cl)CC1`?
ADAM17 inh: -6; DDE Tn7 FP inh: -2; MBD2 inh: 0; UHRF1 binding: 6; KLK7 zymogen act: -0.2; ARFGAP1 inhibitor: 12; DDE Tn6 FP inh: 3; PLC-beta3 inh: -15; PLCg1 inh: 10*; ASAP1 GAP inh: -9

What do the screens show for `Cc1nc(C(=O)NC2CCOCC2)sc1C1(C)CC(c2cccc([N+](=O)[O-])c2)=NO1` (stereo unspecified)?
ADAM17 inh: 2; DDE Tn7 FP inh: -6; MBD2 inh: -2; UHRF1 binding: -3; KLK7 zymogen act: -1.0; ARFGAP1 inhibitor: 10; DDE Tn6 FP inh: 4; PLC-beta3 inh: 3; PLCg1 inh: -1; ASAP1 GAP inh: 7

What do the screens show for `S=C(NCc1ccco1)Nc1ccc2c(c1)OCCO2`?
ADAM17 inh: 1; DDE Tn7 FP inh: 2; MBD2 inh: -1; UHRF1 binding: 1; KLK7 zymogen act: 0.1; ARFGAP1 inhibitor: -3; DDE Tn6 FP inh: 0; PLC-beta3 inh: -1; PLCg1 inh: -1; ASAP1 GAP inh: -3

Results for COc1ccc(CCNC(=O)Cn2nnc(-c3ccc(OC)c(OC)c3)n2)cc1OC ?
ADAM17 inh: -1; DDE Tn7 FP inh: 6; MBD2 inh: -2; UHRF1 binding: -4; KLK7 zymogen act: 0.3; ARFGAP1 inhibitor: 11; DDE Tn6 FP inh: 5; PLC-beta3 inh: -8; PLCg1 inh: 2; ASAP1 GAP inh: -2

What do the screens show for `COc1ccc(NC(=O)CC2Nc3cccc4cccc(c34)NC2=O)cc1` (stereo unspecified)?
ADAM17 inh: -3; DDE Tn7 FP inh: 2; MBD2 inh: 0; UHRF1 binding: -5; KLK7 zymogen act: 0.2; ARFGAP1 inhibitor: -14; DDE Tn6 FP inh: 10; PLC-beta3 inh: -11; PLCg1 inh: -6; ASAP1 GAP inh: -10

How did C/C=N/NC(=O)c1cc(Br)ccc1O do in these assays?
ADAM17 inh: -17; DDE Tn7 FP inh: 4; MBD2 inh: 3; UHRF1 binding: 0; KLK7 zymogen act: 1.2; ARFGAP1 inhibitor: 15; DDE Tn6 FP inh: 5; PLC-beta3 inh: -44; PLCg1 inh: -37; ASAP1 GAP inh: 5
